# Screens: PubChem BioAssay, several laboratories
# BoNT A protease – blocks Botulinum neurotoxin A light chain protease. AID 588499. multiplex microsphere protease substrate cleavage, flow cytometry. actives 0.17% (n = 360,000). inhibition, % at 10 µM; further: plate controls were buffer without enzyme for full effect and enzyme alone for no effect
# PfHsp40 rescue – restores yeast growth despite PfHsp40 toxicity | AID 504582 | S. cerevisiae expressing PfHsp40, growth rescue, ATP luminescence | growth rescue, % at 12.5 µM | actives 0.68% (n = 340,000); in the data active means growth rescue above about 28%, passing the limit was not always enough; inconclusive means no clear call, values can overlap the other calls;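 further: yeast W303a lacking pdr1 and pdr3 grown in galactose medium; growth measured after three days at 30 °C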
# Y pestis TopoI – Y. pestis Topo-I inhibition via cleavage products | Y. pestis Topo-I cleavage product accumulation, plate reader | activity, % at 10 µM | actives 0.064% (n = 360,000); in the data active means activity above about 50%, passing the limit was not always enough; inconclusive means no clear call, values can overlap the other calls; further: inactives centre near 2
# VHR inh abs – inhibitors of human VHR1 phosphatase (DUSP3); recombinant VHR phosphatase, pNPP absorbance; inhibition, % at 13.3 µM; P51452; actives 0.52% (n = 290,000); in the data active means inhibition above about 50%; further: some compounds called inactive have numbers as strong as hits
# TcdB inh – TcdB glycohydrolase inhibition | AID 652162 | actives 0.24% (n = 350,000) | inhibition, % at 9.99 µM | P18177 | TcdB glycohydrolase enzymatic assay, plate reader; in the data active means inhibition above about 10%
# CCHF vOTU inh – CCHFV vOTU protease inhibition. Pep-AMC fluorescence. inhibition, % at 11.5 µM. actives 0.55% (n = 370,000). AID 651958; in the data active means inhibition above about 30%; further: 0% = vehicle wells with enzyme and 100% = no enzyme wells
# SARS 3CLpro inh – SARS-CoV 3CLpro protease inhibition | AID 1706 | inhibition, % at 6 µM | recombinant SARS-CoV 3CLpro, quenched FRET peptide cleavage | actives 0.14% (n = 290,000); in the data active means inhibition above about 12%
# BH1578 lux ind – induces V. cholerae light production without autoinducers. V. cholerae BH1578 lux reporter, luminescence, 6 h. activation, % at 18.7 µM. actives 0.16% (n = 350,000); in the data active means activation mostly above about 9.7%, no sharp cut-off; inconclusive means no clear call, values can overlap the other calls; inactive means mostly below about 3.7%; further: not every result past the cut was called active; inactives centre near 0; reference of the scale not given here
# Anthrax LF inh2 – anthrax lethal factor protease inhibition | multiplex microsphere protease cleavage assay, LF | actives 0.12% (n = 360,000) | AID 588501 | P15917 | inhibition, % at 10 µM; further: plate controls were buffer without enzyme for full effect and enzyme alone for no effect
# SSB-PriA inh – inhibitors of Klebsiella pneumoniae PriA binding to SSB C-terminal tail; AlphaScreen SSBct-PriA binding, biotinylated peptide; AID 1272365; inhibition, % at 33 µM; actives 0.6% (n = 430,000); in the data active means inhibition mostly above about 37%, no sharp cut-off; inactive means mostly below about 20%;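 further: plate controls were negative control peptide for no effect and reference peptide for full effect; strong numbers were not always called active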
# * hit, by the source's call; i = inactive; ? = inconclusive; / = not tested or not shown; & = joins results of further samples. Unless noted, no stated cut-off is given here; in the data, active means inhibition above about 30%; inconclusive means no clear call, values can overlap the other calls; inactive means below that. Only part of the results is shown; the hit share may differ from the screen's.
SMILES,BoNT A protease,PfHsp40 rescue,Y pestis TopoI,VHR inh abs,TcdB inh,CCHF vOTU inh,SARS 3CLpro inh,BH1578 lux ind,Anthrax LF inh2,SSB-PriA inh
Cc1ccc2[nH]c(=O)c(CN(C)C(=O)c3ccccn3)cc2c1,0.3,-1.6,-3,-6,/,1,4,3.2,-2,-8
Cc1ccc(N2CC(C(=O)Nc3cc(C(F)(F)F)ccc3N3CCCC3)CC2=O)cc1 (stereo unspecified),/,-0.5,-2,/,0.8,-8,/,-1.1,/,0
O=C(CCNS(=O)(=O)c1cccc2nsnc12)NCc1ccco1,-0.3,-0.2,2,11,0.1,7,0,0.5,-1,-3
O=C(O)c1cc2ccc3cccc4ccc(c1)c2c34,-4.3,0.2,-1,14,1.2,-59,-5,i,-3,-7
O=C(COC(=O)c1ccco1)NC1CCCC1,0.5,-0.1,4,20,0.0,4,1,-5.6,-13,-1
Cc1cccc(N2CCN(CCNC(=O)c3cc4c(s3)CS(=O)(=O)C4)CC2)c1C,-0.1,0.6,10,16,1.1,8,-1,i,-1,13
O=C(Nc1nncs1)c1cccc(S(=O)(=O)N2CCc3ccccc32)c1,-1.4,-0.6,11,7,-5.0,1,1,-0.2,-3,-5
CCn1nc(C)cc1C(=O)NC1CC(C)(C)Cc2c1cnn2-c1cccc(F)c1 (stereo unspecified),-1.9,-0.1,23,6,0.7,-1,-2,-0.3,-2,-13
O=C(O)c1ccc[nH]c1=S,0.5,-0.6,3,13,-1.8,-6,-8,0.3,-5,-3
Cc1[nH]c2ccccc2c1C(c1ccccn1)N1CCCC1 (stereo unspecified),0.3,-0.2,5,5,0.5,-6,0,-0.4,-1,-4
COc1ccc(S(=O)(=O)Nc2ccc(N3CCOCC3)cc2)cc1Br,0.2,0.8,-3,2,/,4,3,i,-6,4
CCCC(=O)Nc1ccc(Cc2ccc(NC(=O)CCC)c(C(=O)O)c2)cc1C(=O)O,0.3,-1.5,9,20,1.5,13,-1,-0.3,-2,-9
O=C(CN1C(=O)CSc2ccc(S(=O)(=O)N3CCOCC3)cc21)NCc1cccnc1,-0.6,-0.8,2,19,-1.5,-3,2,i,1,-1
CN1CCC(=NNC(=O)CN(c2ccccc2)S(=O)(=O)c2ccccc2)CC1,1.4,-1.0,24,10,0.3,24,0,1.3,-4,4
O=C1COc2ccc(C(=O)COC(=O)CNC(=O)C3CCCCC3)cc2N1,-1.1,-1.6,2,3,4.7,2,1,i,-6,1
CN1C(=O)C2(OCC(COc3ccc(Cl)cc3)O2)c2ccccc21 (stereo unspecified),-2.2,-0.5,35,6,/,-7,-3,-0.4,-4,-26
O=S(=O)(NCc1ccco1)N1CCCCCC1,-0.3,-0.6,-3,2,/,-6,-3,i,-6,-24
O=C(CCC(=O)c1ccc(Cl)cc1)OCn1nnc2ccccc2c1=O,-1.2,-0.5,14,/,-0.2,5,/,-1.0,-2,-12
CC(=O)NC(CC(=O)OCC(=O)c1c(N)n(CC(C)C)c(=O)n(C)c1=O)c1ccccc1 (stereo unspecified),-1.9,/,-9,/,1.7,7,/,i,-7,1
Cc1ccc(C(=O)NC2CC3CCC(C2)N3)cc1 (stereo unspecified),-1.1,-1.6,7,4,1.2,-5,3,i,-9,-9
CCOC(=O)c1nc(-c2ccc(OC)c(OC)c2)no1,-1.5,-0.4,5,12,0.6,9,3,-1.2,-4,-11
CC(NS(=O)(=O)c1ccc2c(c1)OCCCO2)C(=O)O (stereo unspecified),0.0,-1.2,9,4,/,4,-3,i,1,8
Cn1cccc1CC(=O)N/N=C\c1c2ccccc2cc2ccccc12,4.3,-0.1,2,-4,/,21,3,i,2,/
O=C(Nc1ccc(S(=O)(=O)N2CCOCC2)cc1)c1ccco1,-0.9,0.6,-3,6,/,-1,-3,i,-2,-3&-9
O=C(NN=C1CCCCCCCCCCC1)c1cccnc1,0.6,0.1,-4,15,-7.9,-6,4,-0.3,-4,-5
O=C(c1cc(-c2cccnc2)nc2ccccc12)N1CCCc2ccccc21,-0.4,-0.1,31,14,/,4,0,0.6,-2,13
O=C(NCc1ccncc1)Nc1ccc2c(c1)OCO2,-1.6,0.4,3,13,-0.6,2,2,-0.3,-2,-7
CC(=O)Nc1ccc(S(=O)(=O)N(CC(=O)Nc2cc(C)on2)Cc2ccc(F)cc2)cc1,/,-0.5,-9,5,1.1,-4,1,i,/,5
CC(=O)C1=C(O)C(=O)N(c2nccs2)C1c1ccccc1 (stereo unspecified),0.1,-0.2,-8,12,/,5,-1,-0.8,-1,2
Cc1ccc(NC(=S)Nc2ccccn2)c(C)c1,0.6,0.0,7,18,1.4,-10,4,-0.9,-2,-2
COc1ccc(CCNC(=O)Cn2cnc3scc(-c4ccccc4)c3c2=O)cc1OC,-0.6,1.7,10,-10,0.1,-4,0,-0.2,-1,-2
COc1ccc2[nH]c(=O)c3c(c2c1)OC(C)(C)C=C3,0.1,-0.6,-3,22,/,-2,-3,i,5,-13
O=C1c2cccc3cccc(c23)C(=O)N1CCCCCc1n[nH]c(=S)o1,0.4,-0.5,-2,-15,-0.1,-9,6,-0.2,-3,-8
CC(NC(=O)C(=O)Nc1nccs1)c1ccccc1 (stereo unspecified),-0.9,0.2,-2,13,1.1,-7,1,-0.3,-4,-17
Cc1ccccc1-c1nc(NC(C)C)nc2ccsc12,0.2,/,3,/,0.9,-82,/,-0.6,-7,/
Cn1cc([N+](=O)[O-])c(C(=O)Nc2ccc3nc(-c4ccccc4)[nH]c3c2)n1,0.0,-1.3,-10,7,7.0,10,-5,1.4,-1,1
Nn1c(SCC(=O)NC2CCCCC2)nnc1-c1ccccc1,0.6,-1.0,7,3,/,2,-5,-0.7,-2,-8
O=C(O)c1ccc(/C=N/Nc2ccc(F)cc2F)cc1,-1.2,0.1,-4,26,-1.7,11,2,-0.7,-5,/
Cc1ccc(-c2c3c(=O)n(C)c(=O)n(C)c3cn2Cc2cccnc2)cc1,-1.7,0.3,16,-12,/,6,4,-0.1,-4,-5
O=C(NCC(=O)N1CCC(Cc2ccccc2)CC1)c1ccc(Cl)cc1,?,-0.1,33,-2,0.9,-1,0,0.0,?,-15
COc1ccc(C/C(O)=C(\C#N)c2nc3ccccc3s2)cc1,-1.0,-1.6,2,10,/,/,-1,-3.6,2,/
Cc1cccc(OCC(=O)Nc2ccc(S(=O)(=O)N3CCCC3)cc2)c1,0.9,1.1,-3,24,/,5,1,-2.9,-3,4
CCCn1c(N)c(C(=O)CSc2nc3ncc(Cl)cc3[nH]2)c(=O)n(C)c1=O,/,-1.5,-2,/,1.0,0,/,-0.5,/,4
CCCCn1c(N)c(N(CC)C(=O)c2cccc(OC)c2)c(=O)[nH]c1=O,-0.8,1.5,11,10,0.8,-14,-1,-0.3,-2,-7
CCOc1ccc(S(=O)(=O)NCCC(=O)NCCOc2ccccc2OC)cc1,0.3,0.4,6,/,1.5,12,/,1.7,0,-9
CCOC(=O)C1C(OC(=O)c2ccccc2)CC2CCC1N2C (stereo unspecified),-1.2,-0.6,-6,/,1.6,6,/,-0.3,-10,-2
CC1=NNC(=O)C1C(c1cccc(O)c1)C(C#N)C#N (stereo unspecified),-0.7,-0.1,-7,18,2.3,0,5,-0.5,-5,8
CCOc1ccc(C2C3=C(CC(C)(C)CC3=O)N(CCCOC)C3=C2C(=O)CC(C)(C)C3)cc1OC,0.2,/,12,/,1.2,-7,/,i,-7,/
CCN(Cc1ccccc1)Cc1nc(CCc2ccccc2)no1,-1.2,0.6,23,13,1.4,-1,3,-0.1,1,-64
Cc1cc2[nH]c(=O)c(=O)[nH]c2cc1S(=O)(=O)NC1CCC(C)CC1 (stereo unspecified),-0.7,-1.0,2,-1,0.0,-7,-2,-0.3,0,0
CN(C)c1ccc(C(=O)OCC(=O)N2CCCC2)cc1,-0.8,-0.7,-3,21,0.6,7,-1,i,1,-5
CC(Oc1ccccc1)C(=O)N1CCN(c2ncccn2)CC1 (stereo unspecified),/,-0.8,2,/,-0.5,2,/,1.7,/,-6
CC1=C(C(=O)NCCN2CCOCC2)C2(CCC(C)CC2)OC1=O (stereo unspecified),-0.1,-0.3,2,-2,-1.4,-5,3,-0.3,9,-5
O=C(Cn1ncc2c1-c1ccccc1OC2)N(Cc1ccco1)C1CCCCC1,-0.4,1.2,13,42,1.7,6,2,-0.2,0,1
Cc1ccc(N(CC(=O)NCCSCc2ccco2)S(=O)(=O)c2ccc(C)cc2)cc1,-0.8,5.4,1,16,/,9,5,6.2,-4,16
CCc1nnc(NC(=O)c2ccc(N(C)S(=O)(=O)c3ccccc3)cc2)s1,-0.1,-0.7,1,35,/,2,-3,i,-1,-14
COC(=O)c1ccc(NC(=O)Nc2ccc(OC)c(OC)c2)cc1,-0.3,1.9,1,16,-0.4,-6,7,-0.5,-1,6
COc1ccc(S(=O)(=O)N2CCN(C(=O)CCOc3ccccc3)CC2)cc1OC,1.5,-0.4,6,/,1.0,5,/,6.2,-7,-15
O=C(COC(=O)C1=COCCO1)Nc1ccccc1Oc1ccccc1,0.4,1.3,9,32,/,28,3,-5.0,-5,-16
COc1ccc(-c2nnc(NC(=O)CS(=O)(=O)c3ccc(F)cc3)o2)c(OC)c1,-0.9,0.9,-4,/,3.8,-4,/,i,-2,-6

# Continuation.
SMILES,BoNT A protease,PfHsp40 rescue,Y pestis TopoI,VHR inh abs,TcdB inh,CCHF vOTU inh,SARS 3CLpro inh,BH1578 lux ind,Anthrax LF inh2,SSB-PriA inh
COc1ccccc1/C=C(\NC(=O)c1cccc(C)c1)C(=O)Nc1ccccn1,1.3,-0.3,2,36,0.9,-15,-4,-1.1,11,12
C/C(=N\OC(=O)NC1CCCCC1)c1sc(-c2ccccc2)nc1C,-0.1,-0.9,-8,7,/,6,2,-0.7,-23,/
CC1CCCCC1NC(=O)c1cc(S(=O)(=O)N2CCOCC2)ccc1Cl (stereo unspecified),-0.4,1.4,3,/,0.4,-16,/,5.0,-1,-3
Cc1ccc(S(=O)(=O)Nc2cc(C)nn2-c2ccccc2)cc1,0.8,-0.7,3,-8,/,2,0,i,-2,3
CCN1C(N(C)C)=NC[C@@H]1Cc1ccccc1,0.7,0.5,9,/,0.2,2,/,i,8,-15
O=C(COc1ccc2ccc(=O)oc2c1)Nc1cccnc1,-1.4,-0.5,3,-2,0.3,3,-3,3.1,-4,-17
COc1ccc(-c2cc(=O)oc3cc(OCC(=O)N[C@@H](Cc4c[nH]c5ccccc45)C(=O)O)ccc23)cc1,0.0,2.7,10,29,2.8,15,7,-0.6,-3,-5
CCC(CO)N=CC1=C(O)CC(C)(C)CC1=O (stereo unspecified),-0.1,0.2,-4,7,/,11,-1,i,1,-17
Cn1cccc1/C=C1\CCc2ccccc2C1=O,0.2,-1.6,9,29,2.5,12,0,-0.4,-1,37
O=C1C(=O)N(CCN2CCOCC2)C(c2ccccc2F)/C1=C(\O)c1ccc(S(=O)(=O)N2CCOCC2)cc1 (stereo unspecified),0.9,0.0,4,7,-0.1,6,-2,-0.2,0,/

# 4 compounds drawn at random from the list so far:
SMILES,BoNT A protease,PfHsp40 rescue,Y pestis TopoI,VHR inh abs,TcdB inh,CCHF vOTU inh,SARS 3CLpro inh,BH1578 lux ind,Anthrax LF inh2,SSB-PriA inh
CCC(CO)N=CC1=C(O)CC(C)(C)CC1=O (stereo unspecified),-0.1,0.2,-4,7,/,11,-1,i,1,-17
CCN1C(N(C)C)=NC[C@@H]1Cc1ccccc1,0.7,0.5,9,/,0.2,2,/,i,8,-15
C/C(=N\OC(=O)NC1CCCCC1)c1sc(-c2ccccc2)nc1C,-0.1,-0.9,-8,7,/,6,2,-0.7,-23,/
O=C1C(=O)N(CCN2CCOCC2)C(c2ccccc2F)/C1=C(\O)c1ccc(S(=O)(=O)N2CCOCC2)cc1 (stereo unspecified),0.9,0.0,4,7,-0.1,6,-2,-0.2,0,/
